# Pol kappa inh: qHTS for Inhibitors of Polymerase Kappa. DNA polymerase kappa (Homo sapiens), Q9UBT6. purified Pol kappa, fluorescent DNA synthesis assay, 10 min. Potency, µM (doses to about 107 µM), without a hit: at the top dose activity, negative = inhibition, actives largely listed as inhibitors. hit rate 0.53% among 400,000. AID 588579, 2011; note: potency is the fitted concentration of half-maximal effect; % is set by controls: 0 for no effect and ±100 for the full control effect
# Target sequence (Q9UBT6 whole entry, looked up): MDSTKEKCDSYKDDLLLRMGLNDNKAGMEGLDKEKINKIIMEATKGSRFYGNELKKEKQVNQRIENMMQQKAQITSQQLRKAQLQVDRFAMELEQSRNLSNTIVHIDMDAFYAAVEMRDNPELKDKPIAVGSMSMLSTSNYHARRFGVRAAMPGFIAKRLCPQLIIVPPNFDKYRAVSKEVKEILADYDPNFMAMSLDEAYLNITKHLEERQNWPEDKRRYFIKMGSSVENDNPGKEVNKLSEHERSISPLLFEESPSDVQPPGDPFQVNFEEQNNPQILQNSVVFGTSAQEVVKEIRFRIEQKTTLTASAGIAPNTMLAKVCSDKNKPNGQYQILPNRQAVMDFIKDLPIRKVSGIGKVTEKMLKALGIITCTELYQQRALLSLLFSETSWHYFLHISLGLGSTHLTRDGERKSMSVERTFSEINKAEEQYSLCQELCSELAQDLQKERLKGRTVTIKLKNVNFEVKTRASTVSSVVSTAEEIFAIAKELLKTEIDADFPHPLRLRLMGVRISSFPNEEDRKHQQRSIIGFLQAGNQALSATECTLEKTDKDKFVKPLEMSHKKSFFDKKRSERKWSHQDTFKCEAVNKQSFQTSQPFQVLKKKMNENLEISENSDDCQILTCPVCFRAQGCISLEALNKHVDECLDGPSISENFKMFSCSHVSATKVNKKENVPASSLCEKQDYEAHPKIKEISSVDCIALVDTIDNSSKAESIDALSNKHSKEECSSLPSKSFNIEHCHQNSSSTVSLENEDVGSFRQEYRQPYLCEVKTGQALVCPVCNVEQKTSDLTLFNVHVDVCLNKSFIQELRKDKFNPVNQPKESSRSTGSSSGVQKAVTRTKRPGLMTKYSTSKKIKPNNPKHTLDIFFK
#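 Readout: fluorescence, taken kinetically at 0 and 10 min. Conditions: 10 nM Pol kappa, 15 min RT compound preincubation, 50 nM substrate final. Controls: enzyme-free buffer wells.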
# Pol iota inh: qHTS for Inhibitors of Polymerase Iota | DNA polymerase iota (Homo sapiens), Q9UNA4 | Pol iota fluorescent replication assay, 10 min | Potency, µM (top dose mostly 115 µM), for inactives: top-dose activity, negative = inhibition, actives largely listed as inhibitors | hit rate 1% among 390,000; note: potency is the fitted concentration of half-maximal effect
#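 Pol iota at 10 nM preincubated 15 min with compounds at room temperature; reaction started with fluorescent substrate, 50 nM final. Fluorescence read kinetically at 0 and 10 min; buffer-only wells as negative control.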
# POLH inh: qHTS for Inhibitors of Polymerase Eta. Potency, µM (titrated, usually from 114 µM), without a hit: at the highest dose activity change, negative = inhibition, usual class: inhibitors. hit rate 1.2% among 390,000. AID 588591, 2011. DNA polymerase eta (Homo sapiens), Q9Y253. recombinant Pol eta, fluorescent DNA replication assay; note: potency is the fitted concentration of half-maximal effect; % is set by controls: 0 for no effect and ±100 for the full control effect
#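 Pol eta (10 nM) was preincubated with compounds for 15 min at room temperature, after which fluorescent replication substrate (50 nM final) was added to start the reaction. Fluorescence was read kinetically at 0 and 10 min.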
# LDHA inh: qHTS assay for inhibitors of human lactate dehydrogenase; activity change, % (values are at about 110 or 230 µM); purified LDHA, NADH/diaphorase-resazurin fluorescence; stronger effect = lower value; hit rate 0.15% among 480,000; L-lactate dehydrogenase A chain (Homo sapiens), P00338; in the data active = activity change below about -30%; inconclusive = mostly about -25% to -30%;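 note: plate controls were DMSO wells for no effect and wells without enzyme for full effect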
#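 Enzyme activity of human lactate dehydrogenase 5 (2 nM; 0.06 mM NADH, 0.2 mM pyruvate, 5 min, RT) is measured via a resazurin/diaphorase fluorescence readout of residual NADH.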
# Apoferritin bind: qHTS Assay for Identification of Novel General Anesthetics; Ferritin light chain (Equus caballus), P02791; apoferritin/1-aminoanthracene competitive binding, fluorescence; Potency, µM (doses to about 77.5 µM), for the others: at the highest dose activity change, negative = displacement, hits mostly inhibitors; hit rate 0.074% among 350,000; note: potency is the fitted concentration of half-maximal effect; % is set by controls: 0 for no effect and ±100 for the full control effect; nearly all actives have a fitted effect of over 20% in size
# Target sequence (P02791 2-175 limits assumed): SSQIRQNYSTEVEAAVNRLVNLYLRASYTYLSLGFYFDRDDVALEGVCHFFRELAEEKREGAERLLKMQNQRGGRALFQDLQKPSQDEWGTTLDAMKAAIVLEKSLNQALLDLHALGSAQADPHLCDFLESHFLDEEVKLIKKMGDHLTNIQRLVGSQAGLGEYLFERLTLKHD
#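 10 uM apoferritin + 50% sat. 1-AMA, PBS; cpd 10 min RT; Ex380/Em535 endpoint; normalized to free probe vs complex; 4-param Hill fit; propofol titration as pos. ctrl.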
# POLB inh: qHTS Assay for Inhibitors of DNA Polymerase Beta. Potency, µM (titrated, usually from 114 µM), for inactives: at the highest dose activity change, negative = inhibition, usual class: inhibitors. Pol beta primer extension/strand displacement, fluorescence kinetic. hit rate 1.3% among 340,000; note: potency is the fitted concentration of half-maximal effect; % is set by controls: 0 for no effect and ±100 for the full control effect
#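 Reaction started by 50 nM substrate onto compound-treated Pol beta (10 nM, 15 min preincubation, room temperature); plates read at 0 min and 10 min. Normalized concentration-effect data fitted by four-parameter Hill equation.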
# APE1 inh: qHTS Assay for Inhibitors of the Human Apurinic/apyrimidinic Endonuclease 1 (APE1) | DNA repair nuclease/redox regulator APEX1 (Homo sapiens), P27695 | recombinant APE1, TAMRA/BHQ-2 abasic DNA cleavage fluorescence | Potency, µM (series often up to 65.8 µM), for the others: at the highest dose activity change, negative = inhibition, actives largely listed as inhibitors | hit rate 0.35% among 350,000;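 note: potency is the fitted concentration of half-maximal effect; plate controls were vehicle for no effect and reference inhibitor for full effect; nearly all actives have a fitted effect of over 55% in size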
#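 Kinetic fluorescence read (525 ex/598 em nm, three reads 60 s apart) of AP-site incision; signal = third minus first read. Enzyme 0.75 nM, dual-labelled THF duplex 50 nM, compound preincubation 15 min RT.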
# GRP78 ERSR act: qHTS for Inducers of the Endoplasmic Reticulum Stress Response (ERSR) in Human Glioma: qHTS. U87-MG GRP78 promoter luciferase reporter, 16 h. Potency, µM, inactives show at the highest dose activation, hits mostly activators. hit rate 0.02% among 420,000. AID 602332, 2012; note: potency is the fitted concentration of half-maximal effect; series mostly up to about 76 µM; % of control where 0% means no effect; nearly all actives have a fitted effect of over 35% in size
#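 ERSR induction read as luciferase luminescence (Bright-Glo, 10 min at room temperature) in stably transfected human U87-MG glioma cells exposed to compounds for 16 h, using GRP78 as sensor.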
# BLM inh: qHTS Assay for Inhibitors of Bloom's syndrome helicase (BLM); RecQ-like DNA helicase BLM (Homo sapiens), P54132; recombinant BLM DNA unwinding, fluorescence dequenching; Potency, µM (doses to about 56.1 µM), for the others: at the top dose activity change, negative = inhibition, hits mostly inhibitors; hit rate 0.2% among 350,000; AID 2528, 2010;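 note: potency is the fitted concentration of half-maximal effect; plate controls were vehicle for no effect and no enzyme for full effect; nearly all actives have a fitted effect of over 35% in size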
# The depositor's hits bear a star; ? = inconclusive; / = no result given; & = joins results of further samples; [ ] = another dose, or the depositor's remark. Unless noted, calls come from the whole dose curve; as a rule, active = well fitted curve in the direction sought with a large enough effect; inconclusive = small, poorly fitted or top-dose-only effect, or another doubt; inactive = no such curve, though single readings can be large; an effect the other way counts as inactive or inconclusive.
1	COC(=O)c1ccc(CNC(=O)COC(=O)C23CC4CC(CC(C4)C2)C3)cc1
2	COCC(=O)Nc1ccc(S(=O)(=O)Nc2nccs2)cc1
3	Cc1ccccc1N1CCN(S(=O)(=O)c2nnc(NC(=O)CC(C)C)s2)CC1
4	CCN(CC(=O)NCc1cccs1)C(=O)CCC(=O)c1ccc(F)cc1
5	CC(C)C(=O)Nc1nnc(SCC(=O)NCC2CCCO2)s1 (stereo not given)
6	COc1ccc2nc(NC(=O)CSc3n[nH]c(N)n3)sc2c1
7	O=c1[nH]nc(Sc2ncnc3sccc23)n1CCc1ccccc1
8	N#CC(C#N)=C(Nc1ccc(F)cc1)SCc1cccc(F)c1
assay / compound	1	2	3	4	5	6	7	8
Pol kappa inh	-8%	-11%	0%	-12%	5%	7%	4%	-14%
Pol iota inh	26%	139%[activator]	-12%	15%	73%[activator]	29%	-6%	-16%
POLH inh	-10%	-10%	-12%	-9%	2%	0%	-6%	-7%
LDHA inh	-4	-9	0	-2	-10	-17	1	0
Apoferritin bind	?	-12%	-9%	/	-6%	/	-20%	4%
POLB inh	-3%	-23%	18%	/	-1%	/	22%	-10%
APE1 inh	-4%	16%	5%	-1%	2%	4%	-4%	-6%
GRP78 ERSR act	-4%	-6%	-3%	-2%	-4%	3%	-12%	-4%
BLM inh	-3%	-12%	0%	/	-3%	/	-2%	-3%

9	Cc1ccc(NC(=O)O/N=C/c2c(C)nn(C(C)(C)C)c2C)cc1Cl
10	CCOc1ccc(CCNC(=O)c2nn(C)c3c2CSc2ccc(C)cc2-3)cc1OCC
11	Cc1c(Cl)cccc1NC(=O)CC(Cc1ccccc1)C(=O)O (stereo not given)
12	CCCc1cc(=O)oc2cc(OCC(=O)Nc3cc(C)on3)ccc12
13	CS(=O)(=O)NCC(c1cccnc1)N1CCN(c2ccccc2F)CC1 (stereo not given)
14	CN1CCc2nc(SCCOc3ccccc3)c(C#N)cc2C1
15	CC(C)Cn1nc(NC(=O)c2ccco2)c2cc3ccccc3nc21
16	O=C(Nc1ccc2c(c1)OCO2)c1cnc(Cl)c(Cl)c1
assay / compound	9	10	11	12	13	14	15	16
Pol kappa inh	-6%	-9%[60.1 µM]	0%	-5%	0%	-2%	-8%	-13%
Pol iota inh	64%[activator]	2%	59%[activator]	28%	1%	34%[activator]	6%	1%
POLH inh	-25%	-9%	-14%	-10%	0%	-2%	2%	-6%
LDHA inh	-4	-5	-3	-2&-7	-5	-2	-6	0
Apoferritin bind	-3%	130%[activator]	-2%	-6%	-3%	-13%	8%	/
POLB inh	-27%	-21%	30%	2%	-1%	-4%	-2%	/
APE1 inh	-8%	/	-7%	19%	3%	0%	-7%	1%
GRP78 ERSR act	-14%	-3%	-5%	-5%	-6%	0%	-3%	3%
BLM inh	-9%	-4%	-1%	-2%	0%	0%	-9%	/

17	COc1ccc(NC(=O)CSCC(=O)N2c3ccccc3CCc3ccccc32)cc1
18	Cc1cccnc1NC(=O)C(C)N1C(=O)c2ccccc2C1=O (stereo not given)
19	CC(=O)c1cccc(NC(=O)COc2cc3oc(=O)c(CC(C)O)c(C)c3cc2Cl)c1 (stereo not given)
20	CCOC(=O)CSc1nnc(-c2cccc(Br)c2)o1
21	COC(=O)CNC(=O)COC(=O)c1cc(F)c(F)cc1Cl
22	Cc1nc2ncnn2c(C)c1Cc1cccc(F)c1
23	Cc1ccc(CN2CCNC(=O)C2CC(=O)N(C)CCc2cnn(C)c2)cc1 (stereo not given)
24	COc1ccc(C2C(C(=O)Nc3cccnc3)=C(C)Nc3nc(SCc4ccccc4)nn32)cc1 (stereo not given)
assay / compound	17	18	19	20	21	22	23	24
Pol kappa inh	-3%	-3%	-39%	-3%	-4%	3%	-13%	-9%
Pol iota inh	?	149%[activator]	56µM*	-2%	1%	150%[activator]	21%	-9%
POLH inh	-19%	0%	?	-9%	-7%	-12%	-16%	-9%
LDHA inh	-5	-11	-12	-4	-8	-1	-3	-14
Apoferritin bind	2%	5%	3%	?	-1%	-5%	2%	1%
POLB inh	2%	?	?	13%	2%	13%	0%	?
APE1 inh	1%	1%	2%	4%	-1%	5%	-1%	/
GRP78 ERSR act	-2%	0%	-4%	-9%	-5%	-5%	-2%	0%
BLM inh	-4%	2%	-6%	-3%	-1%	-1%	4%	-8%

25	Cc1sc2nc3c(C(=O)N4CCCC4)cc(C(=O)c4ccccc4O)cn3c(=O)c2c1C
26	CCOc1ccccc1NC(=O)NCc1ccc(F)cc1
27	COc1ccccc1CNC(=O)c1cnn(-c2ccc(F)cc2F)c1C1CCN(C(=O)OC(C)(C)C)CC1
28	CCc1cc(C(=O)Nc2cnn(Cc3ccc(F)cc3)c2)no1
29	O=C(Cc1cccs1)NCc1ccccc1
30	O=C(CN1C(=O)c2ccccc2S1(=O)=O)NC1CCCC1
31	COc1ccc(C(=O)COC(=O)c2ccc3c(c2)NC(=O)CS3)c(OC)c1
32	CC(C)CC(NC(=O)CNC(=O)C1O[C@@H]2OC(C)(C)O[C@@H]2[C@H]2OC(C)(C)O[C@@H]12)C(=O)O (stereo not given in full)
assay / compound	25	26	27	28	29	30	31	32
Pol kappa inh	-6%	3%	-6%	-5%	-7%	-10%	?	-4%
Pol iota inh	153%[activator]	18%	30%	9%	31%[activator]	-3%	40µM*	26%
POLH inh	-26%	-9%	-9%	-14%	-8%	-8%	?	-13%
LDHA inh	-2	2	-1	-5	0	-9	1	1
Apoferritin bind	-6%	-10%	?	-4%	-18%	2%	/	1%
POLB inh	7%	-1%	4%	22%	4%	0%	/	20%
APE1 inh	23%	-4%	/	/	0%	6%	-12%	6%
GRP78 ERSR act	2%	-4%	-2%	1%	1%	5%	-2%	2%
BLM inh	-17%	-2%	-5%	-2%	-1%	2%	/	1%

33	O=C(Cn1cccc1C(=O)c1ccccc1)NCc1ccccc1
34	CCC(=O)Nc1ccc2nc(C)n(CC(=O)Nc3ccccc3)c(=O)c2c1
35	CC(C)NC(=O)c1cnc(Sc2ncc(C(F)(F)F)cc2Cl)n1C
36	O=C(c1ccncc1)N1CCN(S(=O)(=O)c2cc(C(F)(F)F)cc(C(F)(F)F)c2)CC1
37	Cc1ccc(C2NC(=O)c3ccccc3O2)cc1 (stereo not given)
38	O=C(Nc1ccccc1F)C1CCCN1S(=O)(=O)c1cccc2nsnc12 (stereo not given)
39	CCC1CN(C(=O)Nc2ccccc2C(F)(F)F)c2ccccc2O1 (stereo not given)
40	O=C(c1ccncc1)N1CCC2(CC1)CN(C(c1ccccc1)c1ccccc1)C2
41	Cc1[nH][nH]c(=O)c1N=Nc1ccccc1C#N
assay / compound	33	34	35	36	37	38	39	40	41
Pol kappa inh	-5%	-7%	-11%	-1%	-4%	-1%	-10%	2%[60.1 µM]	/
Pol iota inh	-3%	-3%	11%	3%	31%[activator]	25%	19%	/	/
POLH inh	0%	-5%	0%	-19%	-20%	-19%	-16%	/	/
LDHA inh	-9	8	-5	2	1	-2	-2	/	/
Apoferritin bind	-14%	-16%	-12%	/	?	-9%	-23%	/	?
POLB inh	19%	13%	3%	/	-14%	2%	-21%	/	-1%
APE1 inh	6%	-3%	5%	13%	2%	63%[activator]	/	15%	-1%
GRP78 ERSR act	3%	2%	-2%	-4%	-2%	-6%	-3%	-4%	/
BLM inh	-3%	-4%	-1%	/	0%	2%	-15%	-5%	-3%

# Single values from the list.
# APE1 inh result of COCC(=O)Nc1ccc(S(=O)(=O)Nc2nccs2)cc1 is entered as 16%
# Pol kappa inh result of O=C(Nc1ccccc1F)C1CCCN1S(=O)(=O)c1cccc2nsnc12 (stereo not given) is entered as -1%
# Pol iota inh result of CS(=O)(=O)NCC(c1cccnc1)N1CCN(c2ccccc2F)CC1 (stereo not given) is entered as 1%

# Nos. 33–35 of the list above:
33	O=C(Cn1cccc1C(=O)c1ccccc1)NCc1ccccc1
34	CCC(=O)Nc1ccc2nc(C)n(CC(=O)Nc3ccccc3)c(=O)c2c1
35	CC(C)NC(=O)c1cnc(Sc2ncc(C(F)(F)F)cc2Cl)n1C
assay / compound	33	34	35
Pol kappa inh	-5%	-7%	-11%
Pol iota inh	-3%	-3%	11%
POLH inh	0%	-5%	0%
LDHA inh	-9	8	-5
Apoferritin bind	-14%	-16%	-12%
POLB inh	19%	13%	3%
APE1 inh	6%	-3%	5%
GRP78 ERSR act	3%	2%	-2%
BLM inh	-3%	-4%	-1%

# Screening data from PubChem BioAssay.

# The list is partial; rates above refer to the full screens.
